Source: PubChem (several laboratories)
ZTA counter – ZTA (EBV) inhibition in EBNA-1 counter-screen; P03206; ZTA-DNA binding, fluorescence polarization; inhibition, % at 11 µM; 320,000 tested, 0.15% active; in the data active means inhibition above about 33%
proCasp3 act – activates human procaspase-3; P42574; recombinant procaspase-3 D3A, Ac-DEVD-pNA absorbance 405 nm; activation, % at 8.5 µM; 330,000 tested, 0.11% active;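 active means activation above the mean of all tested compounds plus 3 SD, cut at about 21% in these data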;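 further: 0% = DMSO alone and 100% = DMSO wells spiked with extra 5 µM PC-3 D3A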
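Compound: 8.5 µM single point, 0.8% DMSO / Material: Autoprocessing-dead procaspase-3 D3A mutant enzyme / Timing: 1 h preincubation plus 2 h reaction at 25 °C / Medium: Zinc-free HEPES/NaCl buffer with 0.01% Triton X-100 at pH 7.4 / Technique: 405 nm absorbance of p-nitroaniline, reads at 0 and 120 min / Repeats: one well per compound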
MEP2 TOR yeast – alters MEP2-GFP fluorescence in TOR pathway yeast screen; S. cerevisiae MEP2-GFP strain, flow cytometry GFP, 3 h; 100% = DMSO control level; GFP response vs DMSO, % at 10 µM; 330,000 tested, 0.51% active; AID 2016;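 active means GFP response versus DMSO above a set limit, roughly screen mean plus 3 SD, cut at about 180% in these data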;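 further: median GFP fluorescence of the barcode-gated MEP2-GFP cells per well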
proCasp7 act – counter-screen for procaspase-3 activators: activators of human procaspase-7 | AID 463210 | recombinant procaspase-7, Ac-DEVD-pNA absorbance 405 nm; D23A/D198A/D206A triple mutant, cannot self-cleave; scale: DMSO 0, 5 µM enzyme 100 | activation, % at 8.5 µM | 330,000 tested, 0.093% active | P55210;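 active means percent activation above the screen-wide mean plus 3 SD, cut at about 25% in these data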
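Replicates: singlicate. Assay system: Procaspase-7 triple mutant (PC-7 D3A). Signal: 405 nm absorbance of p-nitroaniline. Times: 1 h preincubation, 2 h reaction. Buffer or medium: Zinc-free HEPES pH 7.4 with 300 mM NaCl, 0.01% Triton X-100. Also added: DEVD-pNA substrate. Benchmarks: DMSO wells as 0%, DMSO with 5 µM added PC-7 as 100%.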
AHR activator – activators of human aryl hydrocarbon receptor; activation, % at 5 µM; 320,000 tested, 2.5% active; AHR-responsive luciferase reporter cells, luminescence; P35869; in the data active means activation above about 47%;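 further: 0% = vehicle wells and 100% = reference agonist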
LAP4-GFP MLPCN – modulators of TOR pathway LAP4-GFP in S. cerevisiae. S. cerevisiae LAP4-GFP multiplex, flow cytometry GFP, 3 h; median GFP as percent of DMSO wells. GFP response vs DMSO, % at 10 µM. 320,000 tested, 0.34% active. AID 2023;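 active means GFP response vs DMSO above a set limit, about the screen mean plus 3 SD, cut at about 150% in these data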
RPL19A-GFP yeast – alters RPL19A-GFP fluorescence in TOR pathway yeast screen; S. cerevisiae RPL19A-GFP strain, flow cytometry, 3 h; stronger effect = lower value; 330,000 tested, 0.3% active; percent response vs DMSO, % at 10 µM;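 active means percent response vs DMSO below 50%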;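 further: median channel GFP fluorescence of the barcoded RPL19A-GFP strain; ratio of sample median GFP to plate DMSO average so 100% = DMSO; lower means less RPL19A-GFP as with rapamycin TOR inhibition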
EBNA-1 inhibitor – blocks EBNA-1 binding to DNA; EBNA-1 DNA binding, fluorescence polarization; inhibition, % at 14.8 µM; 300,000 tested, 0.34% active; in the data active means inhibition above about 28%
* marks the source's active call; other numbers are inactive results; nt = no result given; [ ] = dose if it differs, or a comment.

SMILES	ZTA counter	proCasp3 act	MEP2 TOR yeast	proCasp7 act	AHR activator	LAP4-GFP MLPCN	RPL19A-GFP yeast	EBNA-1 inhibitor
O=C(O)c1cc(NC(=O)c2ccco2)cc(NC(=O)c2ccco2)c1	-14.0	-4.2	108.1	8.2	-1.2	93.9	106.8	-8.3
CCCOCC1CC(CCc2nc(=S)[nH][nH]2)C(=O)O1 (stereo not given)	-15.8	-8.2	101.8	-16.2	0.1	111.4	101.7	-4.2
COCCOCC(O)CN1CCN(c2ccccc2)CC1 (stereo not given)	-10.9	4.1	91.6	-9.5	3.4	70.1[may fluoresce violet]	42.2*[may fluoresce violet]	6.0
Cc1ccc(N(CN2CCCC2=O)C(=O)c2ccccc2)cc1	5.3	-1.2	95.8	7.0	3.0	103.7	94.1	3.4
O=[N+]([O-])c1ccccc1/C=C/C=N/n1c(-c2ccccc2F)n[nH]c1=S	11.0	-9.9	107.0	-22.5	18.8	113.0	100.8	-0.8
Cc1ccn2c(=O)nc(SCC(=O)c3ccccc3)nc2c1	-3.2	-1.2	106.2	-2.9	0.1	105.7	98.8	-0.5
COc1ccc(CCNCc2ccc(OCc3ccc(Cl)nc3)c(OC)c2)cc1OC	4.7	-7.6	100.5	0.7	-1.6	100.1	100.9	-1.1
COc1cccc(CNC(=O)C2CCCN(S(=O)(=O)c3ccc4c(c3)C(C)(C)C(=O)N4C)C2)c1 (stereo not given)	-2.7	7.9	100.4	0.7	-2.6	97.2	101.5	-6.7
O=C(C(Cl)Cl)N1c2ccccc2OCC1c1ccccc1 (stereo not given)	11.1	-2.9	95.2	-2.5	3.6	97.6	95.4	12.7
CC1C(c2ccccc2)N(C)CCC12NC(=O)NC2=O (stereo not given)	-3.1	5.1	95.3	-14.4	-0.6	98.2	92.6	-4.6
S=C1NCCOCCOCCOCCNC(=S)N2CCOCCOCCN1CCOCCOCC2	11.4	3.1	100.9	0.5	0.0	100.9	97.6	-1.1
CC(C)c1ccc(CN(C(=O)C2COc3ccccc3O2)C2CCS(=O)(=O)C2)cc1 (stereo not given)	-9.6	-3.7	93.9	5.7	-1.2	97.8	95.3	-5.8
CN(CC(=O)Nc1ccccc1Cl)C(=O)COC(=O)/C=C/c1cccs1	17.7	-5.4	96.5	-6.9	1.1	108.0	98.2	nt
CC(=O)c1cc(NC(=O)c2cccc(C(F)(F)F)c2)c(=O)oc1C	5.6	-7.0	92.4	-11.2	2.4	104.6	94.0	-16.9
COc1ccc(NC(=O)c2ccc(CNc3c(NC4CCCCC4)c(=O)c3=O)cc2)cc1OC	21.2	2.0	91.3	-4.3	-5.1	97.1	96.0	9.2
COCC(=O)OC/C(O)=C(\C#N)c1nc2ccccc2[nH]1	2.2	-3.4	101.4	6.8	7.4	99.4	105.5	8.4
O=C(NCCc1ccccc1)C1CCCN(S(=O)(=O)c2cccnc2)C1 (stereo not given)	-16.9	6.2	102.6	11.5	-1.2	96.5	100.3	-9.5
CC1(C)CC(=O)N(c2ccc(Cl)c(Cl)c2)C(=O)C1	-0.9	-5.2	105.4	3.4	3.5	94.2	101.2	5.1
Cc1ccc2nc(SCC(=O)NCCCN3CCCC3=O)[nH]c2c1	-4.4	-9.3	99.7	-10.2	42.3	100.8	98.3	nt
Cc1cc(CN(C)Cc2cn(C)nc2-c2ccc(Oc3ccccc3)cc2)on1	3.5	-1.0	98.6	5.6	2.4	105.5	96.2	-5.7
COCCn1c(SCC(=O)Nc2ccccc2OC)nc2c(oc3ccccc32)c1=O	10.6	-0.2	106.2	5.6	5.3	94.4	104.8	8.0
COc1ccccc1C(=O)Nc1ccc2ccccc2c1	-8.6	8.1	100.0	6.4	56.4*	nt	99.4	-5.8
O=C(NCc1ccc2c(c1)OCO2)c1ccc(Cl)c(S(=O)(=O)N2CCOCC2)c1	-3.7	1.6	101.5	-4.0	3.3	93.0	98.9	7.3
Cc1cccc(C2=N/C(=C/c3cccs3)C(=O)O2)c1	5.1	11.9	105.2	-3.5	1.7	93.0	102.6	-2.5
CN(Cc1ccccc1)C(=O)CN1C(=O)c2ccccc2C1=O	0.3	-3.5	110.3	-4.8	0.5	89.6	100.2	2.9
CS(C)(=O)=NS(=O)(=O)c1ccc(Cl)cc1	-10.8	7.1	92.5	-4.2	1.1	94.3	95.2	8.7
NC(=O)[C@@H]1CCCCNc2c(F)cc([N+](=O)[O-])cc2C(=O)N[C@@H](CCCN=C(N)N)C(=O)NCC(=O)N1	5.3	-4.0	97.3	-5.2	-2.5	110.3	103.7	-5.7
Cn1cccc1CNC(=S)Nc1ccccc1F	-7.2	6.8	104.8	-3.1	1.1	101.9	103.0	-9.3
Cc1c(C(=O)N/N=C/c2ccccn2)nnn1-c1nonc1N	-5.6	-13.8	106.2	-11.5	5.1	98.7	104.2	-4.4
O=C(CN1C(=O)NC2(CCOc3ccccc32)C1=O)Nc1cccc([N+](=O)[O-])c1 (stereo not given)	nt	3.1	95.3	-1.4	8.1	96.8	100.0	nt
COc1ccc(/C=N/NC(=O)c2cccc(C(=O)N/N=C/c3ccc(OC)cc3)n2)cc1	-0.3	-3.4	97.8	1.2	5.3	107.3	95.2	4.0
Cc1cc(NS(=O)(=O)c2ccc(NS(=O)(=O)c3ccc(CC(C)C)cc3)cc2)nc(C)n1	-4.3	5.8	103.1	-4.6	-0.8	91.8	100.2	-2.2
CN(C)/C=C1\C(=O)ON=C1c1ccccc1	12.9	-9.8	102.4	-9.7	0.9	90.5	98.5	-6.8
O=S(=O)(Nc1ccc(Cl)cc1)c1ccc(N2CCOCC2)c(NC(=S)NCCN2CCOCC2)c1	-6.8	-19.6	101.0	-37.2	0.1	102.2	101.4	-1.5
CCCCN(CC)C(=O)CSc1nc2ccccc2c(=O)n1CC1COc2ccccc2O1 (stereo not given)	-8.0	-0.7	101.0	5.2	2.8	96.5	100.1	-4.4
C=CCn1c(=O)/c(=C/c2ccc(F)cc2)s/c1=C(\C#N)c1nnc2n1CCCCC2	4.9	3.9	91.5	2.9	-3.2	94.2	96.6	-7.7
Cc1ccc(S(=O)(=O)N2CCC(C(=O)OCc3ccccc3)CC2)cc1C	-2.6	3.3	111.6	3.2	2.8	109.5	106.6	-6.6
CCN(CC)CCN1C(=O)C(O)=C(C(=O)c2cc3ccccc3o2)C1c1cccnc1 (stereo not given)	-9.6	4.2	101.0	-1.1	3.9	105.4	103.5	1.8
O=c1c(O)c(-c2cccs2)oc2ccccc12	10.3	26.6*	92.5	14.8	0.9	113.9	98.8	-16.6
CC(C)NC(=O)c1onc(CSc2ccccc2)c1C(=O)O	-19.9	1.3	nt	3.1	1.5	nt	nt	2.8
COc1ccc(/C=C/C(=O)Nc2cccc(C(C)=O)c2)cc1	11.8	-6.5	93.3	14.0	6.0	100.4	102.7	6.0
O=C(NCC1CCCO1)/C(=C/c1ccc(Cl)cc1)NC(=O)c1ccccc1 (stereo not given)	-7.0	-3.1	94.9	-4.7	3.5	89.9	103.8	-0.6
CC(C)=CCCC(C)CN1CCC(N2CCC(C(=O)N3CCOCC3)CC2)CC1 (stereo not given)	-9.1	0.9	97.8	3.5	4.6	98.5	97.3	-0.3
CCC(=O)c1cc(F)c(N2CCN(C(=O)c3ccco3)CC2)cc1C	-0.7	5.0	104.0	9.5	0.0	102.4	98.9	13.7
CC(C)(C)C(Cn1ccnc1)NC(=O)c1ccc2nc(C3CC3)oc2c1 (stereo not given)	22.9	5.4	94.7	0.8	0.9	97.1	92.9	5.6
O=C(N/C(=C/c1ccc(Cl)cc1)C(=O)N1CCOCC1)c1ccccc1	-7.1	3.9	82.5	-8.6	15.9	84.5	98.8	-4.7
O=C(N/N=C/c1ccccn1)c1sc2ccccc2c1Cl	-1.7	-2.0	104.8	2.5	8.8	229.2*	94.7	1.4
COC(=O)c1cccc(NC(=O)CSc2nnc(C)o2)c1	8.5	11.1	107.3	-5.4	1.9	107.9	106.3	8.1
CCn1cc(C(=O)N[C@@H](C)C(=O)NCCCN2CCOCC2)c(=O)c2cc3c(cc21)OCO3	-10.4	-4.4	96.4	10.7	1.1	94.5	102.7	-9.7
O=C(CNc1cccc(C(F)(F)F)c1)N/N=C/C1CCCCC1	-9.1	0.3	101.3	1.2	4.2	87.0	102.7	-4.0

Taken from above.
RPL19A-GFP yeast, CC(C)=CCCC(C)CN1CCC(N2CCC(C(=O)N3CCOCC3)CC2)CC1 (stereo not given) stands at 97.3
EBNA-1 inhibitor, CCC(=O)c1cc(F)c(N2CCN(C(=O)c3ccco3)CC2)cc1C stands at 13.7
proCasp7 act, O=C(NCC1CCCO1)/C(=C/c1ccc(Cl)cc1)NC(=O)c1ccccc1 (stereo not given) stands at -4.7
EBNA-1 inhibitor, CCn1cc(C(=O)N[C@@H](C)C(=O)NCCCN2CCOCC2)c(=O)c2cc3c(cc21)OCO3 stands at -9.7
RPL19A-GFP yeast, O=C(N/N=C/c1ccccn1)c1sc2ccccc2c1Cl stands at 94.7

Records listed so far printed as active in RPL19A-GFP yeast:
compound | proCasp3 act | MEP2 TOR yeast | AHR activator | LAP4-GFP MLPCN | RPL19A-GFP yeast | EBNA-1 inhibitor
COCCOCC(O)CN1CCN(c2ccccc2)CC1 (stereo not given) | 4.1 | 91.6 | 3.4 | 70.1[may fluoresce violet] | 42.2*[may fluoresce violet] | 6.0

The listing continues:
SMILES	ZTA counter	proCasp3 act	MEP2 TOR yeast	proCasp7 act	AHR activator	LAP4-GFP MLPCN	RPL19A-GFP yeast	EBNA-1 inhibitor
COC(=O)[C@]1(CC(C)C)N[C@H](c2ccc(SC3CCCCC3)cc2)[C@@H]2C(=O)N(C)C(=O)[C@@H]21	nt	-2.2	100.0	5.2	0.1	97.9	93.5	nt
CN(Cc1ccc(Br)s1)C(=O)CNC(=O)c1ccc2c(c1)OCO2	-22.6	6.2	101.3	-10.4	7.7	98.0	95.9	nt
O=C(NCCCn1ccnc1)c1ccc(Cl)cc1[N+](=O)[O-]	-8.2	-0.1	97.8	3.2	29.5	92.7	102.1	-7.3
CN(C)c1nc(-c2ccccc2)ns1	-8.0	-8.3	98.2	4.3	-2.8	103.3	97.0	-3.4
OCc1ccccc1OCCCN1CCC(Cc2ccccc2)CC1	-7.6	-0.3	104.0	8.1	-1.1	85.1	103.2	1.8
CCC(=O)Nc1nn(C)c2nc3c(C)cccc3cc12	-6.3	-3.2	101.6	3.2	1.0	100.4	99.4	-3.1
COc1cc2nc(SCc3ccc(C(F)(F)F)cc3)n(Cc3cccs3)c(=N)c2cc1OC	17.4	6.2	108.0	3.0	19.4	106.2	109.1	-0.4
CCOc1ccc(S(=O)(=O)NCCCn2ccnc2)cc1	1.6	0.8	111.3	-1.1	7.0	93.4	103.7	7.9
Cc1sc2ncnc(OCC(=O)NC(C)C)c2c1C	2.0	7.5	93.1	7.1	-2.5	87.7	92.5	3.7
Cc1ccc(C)c(CSC2=NCCN2C(=O)c2cccs2)c1	13.5	1.0	100.5	3.2	2.8	97.4	96.9	0.2
CC1CN(CCCCOc2cccc(Oc3ccccc3)c2)CC(C)O1 (stereo not given)	2.9	4.3	104.0	0.2	1.2	98.5	100.5	8.7
O=C(COc1ncnc2cc(Cl)ccc12)c1ccc2c(c1)OCCO2	-12.0	12.8	85.7	-1.9	10.6	91.5	97.4	23.3
CC1=CC(C)(C)N(C(=O)CSc2ncn[nH]2)c2ccccc21	-0.1	-3.1	102.7	2.1	-3.1	103.3	96.1	-3.1
